Insulin prom inh = inhibitors of insulin promoter-driven GFP, primary screen, imaging, TRM-6 cells (human fetal islet line), eGFP reporter, cell count | reporter expression induced with tamoxifen | inhibition, % at 2 µM | 0.9% of 130,000 active;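 active = inhibition above the mean plus 3 SD, with well images judged a real hit on visual review, cut at about 60% in these data, passing the limit was not always enough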
sdo1 growth = growth rescue of sdo1-depleted yeast, primary screen, S. cerevisiae, bone marrow failure model. S. cerevisiae sdo1-depleted JHY4D growth rescue, OD600 30 h; hits give high values; pdr5 snq2 efflux-pump mutant strain. z-score at 10 µM. 0.21% of 140,000 active;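 active = z-score above 3 at both the 24 hr and the 30 hr optical density reads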;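 also: z-score against mean and SD of all compound wells on the same plate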
sdo1 growth Rescue 24 h = second read-out of sdo1 growth, no call of its own (marks repeat the call); z-score; S. cerevisiae sdo1-depleted JHY4D growth rescue, OD600; measured here: growth rescue at 24 h;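 0 is the plate mean of compound wells and units are plate SD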
* = called active by the depositor; nt = no result given; & = joins results of further samples. These rows are one share of the data. The share of hits here may be higher or lower than overall.

canonical_smiles | Insulin prom inh | sdo1 growth | sdo1 growth Rescue 24 h
CC(C)COc1ccc(C(=O)OCCN2CCOCC2)cc1 | -300 | 0.59 | -0.32
Cn1c(CNc2ccccc2O)nc2ccccc21 | nt | -0.91 | -1.3
Cn1c(=O)c2cc(NC(=O)c3ccccc3Cl)c(=O)oc2n(C)c1=O | 26 | -0.01 | -0.33
N#Cc1cn(Cc2cccc(Cl)c2)c2ccccc12 | 57 | -2.4 | -1.4
CC(C)C[C@@H]1NC(=O)[C@H](Cc2ccc(O)cc2)NC(=O)[C@H](CCC(N)=O)NC(=O)c2cc([N+](=O)[O-])cc(I)c2NCC[C@@H](C(N)=O)NC1=O | 33 | 0.83 | -0.17
N#CC1=C(c2ccc(-c3ccccc3)cc2)COC1=O | -13 | nt | nt
C/C(CC(=O)Nc1ccc(N(C)C)cc1)=N\NC(=O)c1ccccn1 | 25 | 1.5 | 1.4
CCOC(=O)C1=C(C)N=C2SCCC(=O)N2C1c1cc(Br)ccc1OC (stereo not given) | 0 | nt | nt
O=C(Nc1ccccc1)Nc1ccc(S(=O)(=O)N2CCCCC2)cc1 | -14 | -0.77 | -1.4
CCC(C)(C(=O)NC1CCCC1)N(C(=O)CNC(=O)c1ccccc1)c1c(C)n(C)n(-c2ccccc2)c1=O (stereo not given) | -27 | nt | nt
O=C(Nc1ccc(S(=O)(=O)N2CCCCCC2)cc1)C1CCCO1 (stereo not given) | 38 | -0.19 | 0
O=C(Nc1ccc2ncccc2c1)c1cc(Cl)ccc1Cl | 33 | nt | nt
NC(N)=Nc1nc(-c2ccccc2)c2ccccc2n1 | 27 | nt | nt
C=CCn1c(SCC(=O)Nc2sccc2C(N)=O)nc2ccccc2c1=O | 18 | -0.5 | -0.29
Cc1ccc(NC(=O)/C(=C\c2ccc([N+](=O)[O-])cc2)NC(=O)c2ccccc2)cc1 | 66 | -1.5 | -1.6
CCCCN(CCCC)c1cn[nH]c(=O)c1Cl | 33 | -0.62 | -0.95

Sorted by the number under sdo1 growth (falling): four of the compounds above
SMILES	sdo1 growth
Cn1c(=O)c2cc(NC(=O)c3ccccc3Cl)c(=O)oc2n(C)c1=O	-0.01
C=CCn1c(SCC(=O)Nc2sccc2C(N)=O)nc2ccccc2c1=O	-0.5
O=C(Nc1ccccc1)Nc1ccc(S(=O)(=O)N2CCCCC2)cc1	-0.77
N#Cc1cn(Cc2cccc(Cl)c2)c2ccccc12	-2.4

(list continues)
canonical_smiles | Insulin prom inh | sdo1 growth | sdo1 growth Rescue 24 h
CCCCCC1CC(CC(C)C(=O)Nc2nncs2)C(=O)O1 (stereo not given) | 67 | -0.02 | -0.02
CCCn1nnnc1SCC(=O)Nc1cccc(NC(=O)c2ccco2)c1 | 13 | 1.3 | 1.9
Cc1c(Nc2c3c(c(C#N)c4nc5ccccc5n24)CCC3)c(=O)n(-c2ccccc2)n1C | nt | -0.58 | -0.47
O=c1ccn([C@@H]2O[C@H](CO)[C@@H](O)[C@H]2O)c(=O)[nH]1 | 29 | 1.4 | 1.4
O=C(N/N=C\c1ccc(Cl)cc1Cl)c1sccc1-n1cccc1 | 4 | -0.81 | -1.2
Nc1ncnc2c1ncn2[C@H]1C[C@H](O)[C@@H](CO)O1 | 9 | 0.35 | 0.5
O=C(Nc1ccc(Cl)c(S(=O)(=O)N2CCOCC2)c1)c1ccccc1-c1ccc(C(F)(F)F)cc1 | 32 | 0.55 | 0.58
O=C1c2cccnc2C(O)N1Cc1ccco1 (stereo not given) | nt | 0.31 | 0.81
O=C(NCc1ccccc1)c1cc(S(=O)(=O)N2CCC3(CC2)OCCO3)ccc1F | nt | 0.85 | 0.69
Cc1ccc(S(=O)(=O)N(C)C)cc1NC(=O)CSc1nc2ccccc2[nH]1 | -36 | 0.86 | 0.91
CCN(CC)CCN1C(=O)C(=O)/C(=C(/O)c2c(C)[nH]c(C(=O)OC)c2C)C1c1ccccc1OC (stereo not given) | -11 | 0 | -1.2
Cc1ccc(Cn2nnc3c(=O)[nH]c(C4CCN(S(=O)(=O)c5ccc(F)cc5)CC4)nc32)cc1 | -12 | 0.16 | 1.1
CCn1nnnc1SCC(=O)Nc1nnc(C(C)C)s1 | nt | 0.59 | 0.48
CCOC(=O)CSc1nnc(CNC(=O)c2ccc(S(=O)(=O)N3CCCC3)cc2)n1C | 90* | 0.84 | 1.8
COc1cccc(OCC(=O)NNC(=O)c2cccs2)c1 | nt | 0.72 | 1.1
Cc1cccc(C)c1OCC(=O)NCC1CCCO1 (stereo not given) | 56 | nt | nt
COc1ccc(NCc2nc3ccccc3n2CCOc2ccccc2)cc1 | 18 | -1.3 | -0.55
Cc1cccc(NC(=O)CSc2nnc(NC(=O)CN3CCOCC3)s2)c1 | 0 | 0.54 | 0.35
CCCCc1ccc(/C=C2\C(=O)c3ccccc3C(O)=C2C(=O)OCC)cc1 | nt | -1 | 0.25
C=CCOc1nc2c(c(=O)n(Cc3ccc(Cl)c(Cl)c3)c(=O)n2C)n1C | -367 | nt | nt
Cc1ccc(/C=C/C(=O)Nc2cccc(S(=O)(=O)N3CCOCC3)c2)o1 | nt | 0.6 | 0.33
O=C(Nc1cccc(-c2nc3cccnc3s2)c1)c1ccco1 | -481 | -0.74 | -1
COC(=O)c1[nH]c2ccc(Cl)cc2c1NC(=O)CN1CCc2cc(OC)c(OC)cc2C1 | nt | 0.36 | 1.4
Cc1ccccc1-n1c(N)c(C(=O)Nc2ccc(F)cc2)sc1=S | -36 | nt | nt
CCCNC(=O)c1n[nH]c(=O)c2ccccc12 | -36 | 1.5 | 1.6
CC(=O)Nc1c(-c2ccc(F)cc2)nc2ccccn12 | nt | 0.49 | 0.08
O=C(O)c1ccc(OCC(O)Cn2cnc3ccccc32)cc1 (stereo not given) | 10 | -0.04 | -0.36
COc1cccc(/C=C/C(=O)OCC(=O)Nc2ccccc2Sc2ccccc2)c1 | -7 | 0.76 | 0.54
COc1ccccc1-c1noc(-c2ccccc2C(=O)Nc2cccnc2)n1 | 21 | 0.12 | 0.8
CC(=O)Nc1ccc(Nc2cc(N3CCOCC3)c3nonc3c2[N+](=O)[O-])cc1 | 29 | nt | nt
CSc1nnc2c(n1)OC(c1ccsc1)N(C(C)=O)c1ccccc1-2 (stereo not given) | 11 | 0.34 | -0.2
CC(C)OCCCNC(=O)C1CCN(S(=O)(=O)N2CCCC2)CC1 | -43 | nt | nt
CCC(C)c1ccccc1NC(=O)C1CCCO1 (stereo not given) | 29 | -0.57 | -1
Cc1ccc(C(=O)NCC#N)cc1 | 19 | nt | nt
Cc1ccc(NS(=O)(=O)c2cc(C(=O)NCc3ccccn3)ccc2Cl)cc1C | nt | -1.4&-0.91 | -0.75&-0.54
N#Cc1c(NC(=S)NC(=O)c2ccccc2)sc2c1CCCC2 | 26 | 0.06 | 1.1
O=C(NCC1CCCO1)Nc1ccccc1 (stereo not given) | -29 | 0.25 | -0.4
CCC1Nc2ccccc2-c2nnc(SC)nc2O1 (stereo not given) | 4 | -0.58 | -0.66
CC(/C=N/NC(=O)c1ccc2nc(C)[nH]c2c1)=C\c1ccccc1 | 59 | 0.42 | -0.68
COc1cc(/C=N/NC(=O)c2cccnc2)ccc1OCC(=O)N1CCOCC1 | nt | 0.32 | -0.13

Random excerpt: five compounds from above.
canonical_smiles | Insulin prom inh | sdo1 growth | sdo1 growth Rescue 24 h
Cc1ccc(C(=O)NCC#N)cc1 | 19 | nt | nt
O=C(NCC1CCCO1)Nc1ccccc1 (stereo not given) | -29 | 0.25 | -0.4
CCC1Nc2ccccc2-c2nnc(SC)nc2O1 (stereo not given) | 4 | -0.58 | -0.66
N#Cc1c(NC(=S)NC(=O)c2ccccc2)sc2c1CCCC2 | 26 | 0.06 | 1.1
CCC(C)c1ccccc1NC(=O)C1CCCO1 (stereo not given) | 29 | -0.57 | -1

More results.
canonical_smiles | Insulin prom inh | sdo1 growth | sdo1 growth Rescue 24 h
COc1ccc(Cn2nc(C)cc2C)cc1OC | nt | 0.19 | -0.72
CC(C)CSc1nc2c(=O)[nH][nH]c(=O)c2n1Cc1ccccc1 | -50 | 1.9 | 2.3
COc1ccccc1N1CCN(C(=O)CCc2ccc(S(=O)(=O)NCC(C)C)cc2)CC1 | 11 | 0.08 | -0.27
Cc1nc2ccc(S(=O)(=O)NC(C(=O)Nc3nccs3)C(C)C)cc2s1 (stereo not given) | -80 | -0.15 | -0.36
COc1cc(NC(=O)c2cc(-c3ccco3)on2)c(OC)cc1Cl | nt | -1.3 | -1.4
O=C(c1ccc(-n2cccc2)cc1)N1CCOCC1 | nt | 1.1 | 0.26
C=C1c2ccccc2NC(=S)N1Cc1ccc2c(c1)OCO2 | 52 | nt | nt
CN1CCN(c2nc3c(c(=O)[nH]c(=O)n3C)n2CC(N)=O)CC1 | nt | -0.41 | -0.89
Cc1cc(N2CCCCCC2)nc(-c2ccccc2O)n1 | 3 | -1.9 | -1.5
COc1cccc(SCc2noc(C(=O)NC(C)C)c2C(=O)O)c1 | -16 | 0.73 | 0.12
COc1ccc(CNC(=O)C2CC(C)=C(C)CC2C(=O)O)cc1 (stereo not given) | 0 | -0.34 | -0.85
O=C(CCn1nc(-c2ccccc2)ccc1=O)N1CCOCC1 | 40 | 0.43 | -0.02
COc1ccc(NC(=O)Cc2coc3ccc4ccccc4c23)cc1S(=O)(=O)N1CCOCC1 | -30 | 0.95 | 0.32
O=C(O)CSc1ccc2nnc(-c3cccnc3)n2n1 | 57 | nt | nt
O=C(NN=C1CCCC1)c1cc(-c2ccccc2)n[nH]1 | -37 | 0.23 | 0.16
CCOc1ccc(N2C(=O)/C(=C\c3ccccc3OC)S(=O)(=O)C2c2cccc([N+](=O)[O-])c2)cc1 (stereo not given) | -7 | -0.19 | -0.8
COc1ccc(C(c2nnnn2C2CCCCC2)N2CCN(c3ccc(OC)cc3)CC2)cc1 (stereo not given) | nt | -0.2 | 1.2
Cc1ccc(S(=O)(=O)NNC(=O)c2sccc2-n2cccc2)cc1 | 62 | -0.05 | 0.06
O=C(COc1ccc(Cl)cc1)NCc1nnc(SCC(=O)NCc2ccc3c(c2)OCO3)o1 | nt | 0.12 | -1.5
Cc1cccc2cc(CN(CCc3ccccc3)C(=O)N3CCOCC3)c3nnnn3c12 | nt | -1.1 | -0.06
COc1ccc(OC)c(-c2cc(C(=O)NCCCn3ccnc3)no2)c1 | nt | -0.04 | -0.76
CC(c1ccccc1)N1C(=O)NC(NC(=O)c2cccnc2)(C(F)(F)F)C1=O (stereo not given) | 52 | 1.4 | 1.4
O=Cc1cn(CC(=O)Nc2ccc3c(c2)OCO3)c2ccccc12 | -150 | nt | nt
O=C(Cc1ccc([N+](=O)[O-])cc1)N1CCN=C1SCc1ccccc1 | nt | -0.41 | -1.1
COc1cccc(C2CC(=O)Nc3c2c(=O)n(C)c(=O)n3C)c1OC (stereo not given) | -29 | 0.04 | 0
O=C(CCCC(=O)N(CC(=O)NC1CCCCC1)Cc1ccccc1)Nc1ccccn1 | -23 | -0.18 | -0.93
Cc1ccc(C(=O)Nc2nnc(-c3ccco3)o2)cc1 | nt | 0.92 | 0.76
Fc1ccc(C(c2ccc(F)cc2)N2CCN(C/C=C/c3ccccc3)CC2)cc1 | 33 | -2.5 | -2.5
COC(=O)c1cccc(NCN2C(=O)c3ccccc3C2=O)c1 | -16 | 0.36 | -0.25
COc1ccccc1NC(=O)C/C(N)=N/O | 4 | 1.1 | 1.8
N#Cc1ccsc1NC(=O)COC(=O)c1ccc2ccccc2c1 | 11 | -0.81 | -0.03
CCn1c(SCc2cccc(C)c2)nnc1-c1ccc(C)cc1 | -38 | -1.2 | -0.8

Shown as a hit in Insulin prom inh, of those listed so far:
canonical_smiles | Insulin prom inh | sdo1 growth | sdo1 growth Rescue 24 h
CCOC(=O)CSc1nnc(CNC(=O)c2ccc(S(=O)(=O)N3CCCC3)cc2)n1C | 90* | 0.84 | 1.8

Remaining list, next part:
canonical_smiles | Insulin prom inh | sdo1 growth | sdo1 growth Rescue 24 h
COC(=O)Nc1ccc(S(=O)(=O)N(CCO)CCO)cc1 | 25 | 0.5 | -0.85
CC(C)c1c(O)nc(SCCN(C)C)[nH]c1=O | nt | 0.32 | 0.74
COC(=O)c1cccc(NC(=O)CSc2ncn[nH]2)c1 | 0 | 1 | 1.2
O=C(Nc1ccc(N2C(=O)C3CCCCC3C2=O)cc1Cl)c1cccs1 (stereo not given) | 36 | nt | nt
C=C(Cl)COc1ccc2c(CC)cc(=O)oc2c1 | nt | -0.59 | -0.8
OCc1nc2ccccc2n1CCCOc1ccc(Br)cc1 | 12 | -2.5 | -2.2
Cc1ccc(C)c(Cn2nnc3c(=O)[nH]c(C4CCCN(C(=O)C5CCC5)C4)nc32)c1 (stereo not given) | nt | -0.02 | -0.56
CC(C)CC(=O)NN1CCCCC1 | -11 | 0.29 | 0.05
Cc1c(Cl)c(C(=O)Nc2nc3ccccc3n2CCN2CCCCC2)nn1C | nt | 0.41 | 0.49
COc1cccc2cc(C(=O)n3ccc(C)n3)c(=O)oc12 | 43 | 0.5 | 0.42
COc1cccc(NC(=O)CSc2nnc(Cc3cccn3C)n2-c2ccc(F)cc2)c1 | nt | -0.07 | -0.1
Cc1cc(C)n(-c2ccc(Oc3ccccc3)c(S(=O)(=O)O)c2)n1 | 42 | nt | nt
CC(=O)SCC(=O)N=c1sc2cc(F)ccc2n1C | 17 | 1 | 0.39
CCc1cc2c(NCCO)ncnc2s1 | 28 | 0.52 | 1.9

Screens deposited in PubChem BioAssay by several laboratories.
